# PAFAH2 inh = PAFAH2 (human) inhibition | hit rate 0.99% among 340,000 | Q99487 | recombinant PAFAH2, FP-rhodamine activity probe, fluorescence polarization | inhibition, % at 3.39 µM | AID 492956;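 active = inhibition above the mean over all tested compounds plus 3 SD, cut at about 30% in these data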;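 note: inhibitors block probe labeling of enzyme so polarization drops; 0% = enzyme with DMSO and 100% = wells lacking PAFAH2 protein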
# LYPLA1 inh = blocks human lysophospholipase 1, a PME1 counter-screen. hit rate 0.16% among 320,000. recombinant LYPLA1, FP-Rh probe fluorescence polarization. O75608. inhibition, % at 5.9 µM;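 active = inhibition above the mean of all tested compounds plus 3 SD, set per campaign, cut at about 14% in these data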;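 note: inhibitors block serine hydrolase probe labeling of LYPLA1 so polarization falls; 0% = enzyme with DMSO and 100% = wells lacking LYPLA1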
# Target sequence (O75608 whole entry, looked up): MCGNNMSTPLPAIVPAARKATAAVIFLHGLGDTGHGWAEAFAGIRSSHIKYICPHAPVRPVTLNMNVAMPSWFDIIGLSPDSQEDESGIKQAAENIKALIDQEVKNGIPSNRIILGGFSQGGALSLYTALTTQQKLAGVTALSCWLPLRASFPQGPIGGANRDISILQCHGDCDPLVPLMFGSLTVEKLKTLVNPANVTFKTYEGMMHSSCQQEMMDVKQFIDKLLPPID
# ZTA counter = counter-screen for EBNA-1 inhibitors: inhibitors of Epstein-Barr virus ZTA | AID 2234 | inhibition, % at 11 µM | P03206 | hit rate 0.15% among 320,000 | ZTA-DNA binding, fluorescence polarization; in the data active = inhibition above about 33%
# PAFAH1B2 inh = inhibitors of human PAFAH1B2; inhibition, % at 3.39 µM; P68402; hit rate 1.2% among 340,000; recombinant PAFAH1B2, FP-rhodamine activity probe, fluorescence polarization;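 active = inhibition above the mean of all tested compounds plus 3 SD, cut at about 24% in these data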;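 note: 0% = enzyme with DMSO and 100% = wells lacking PAFAH1B2; many of its hits are not listed in these tables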
# pPAFAH FP inh = pPAFAH (human) enzyme inhibition | recombinant pPAFAH, FP-rhodamine probe fluorescence polarization | inhibition, % at 3.39 µM | hit rate 1.5% among 330,000 | AID 463082;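 active = inhibition above the mean inhibition across the screen plus 3 SD, cut at about 25% in these data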;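 note: inhibitors block binding of the rhodamine activity-based probe so polarization drops; 0% = enzyme with DMSO and 100% = wells lacking pPAFAH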
# Target sequence (Q13093 whole entry, looked up): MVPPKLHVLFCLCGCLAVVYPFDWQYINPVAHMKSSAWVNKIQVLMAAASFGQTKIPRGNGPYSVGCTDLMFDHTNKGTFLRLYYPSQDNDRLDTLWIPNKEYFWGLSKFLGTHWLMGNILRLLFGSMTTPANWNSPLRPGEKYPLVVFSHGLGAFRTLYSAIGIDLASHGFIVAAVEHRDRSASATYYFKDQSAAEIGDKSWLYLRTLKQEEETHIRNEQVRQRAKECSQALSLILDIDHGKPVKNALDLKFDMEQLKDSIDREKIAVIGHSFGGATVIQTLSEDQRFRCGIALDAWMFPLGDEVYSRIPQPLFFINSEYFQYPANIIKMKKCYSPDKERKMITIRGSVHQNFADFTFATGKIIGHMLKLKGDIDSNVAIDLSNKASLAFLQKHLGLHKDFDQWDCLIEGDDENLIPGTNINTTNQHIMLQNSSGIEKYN
# PAFAH1B3 inh = inhibitors of human PAFAH1B3; Q15102; recombinant PAFAH1B3, FP-rhodamine probe, fluorescence polarization; inhibition, % at 3.39 µM; hit rate 0.28% among 340,000; AID 492972;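 active = inhibition above the screen-wide average of all tested compounds plus 3 SD, cut at about 25% in these data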;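 note: 0% = enzyme with DMSO only and 100% = wells lacking PAFAH1B3 protein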
# PREPL inh = inhibitors of human prolyl oligopeptidase-like enzyme PREPL; Q4J6C6; recombinant PREPL, fluorescence polarization activity-based probe; inhibition, % at 5.96 µM; hit rate 0.68% among 320,000; in the data active = inhibition above about 43%;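 note: 0% = enzyme with DMSO and 100% = wells lacking enzyme; many of its hits are not listed in these tables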
# EBNA-1 inhibitor = blocks EBNA-1 binding to DNA; EBNA-1 DNA binding, fluorescence polarization; inhibition, % at 14.8 µM; hit rate 0.34% among 300,000; AID 1950; in the data active = inhibition above about 28%
# LYPLA2 counter = LYPLA2 (human) inhibition in PME1 counter-screen | inhibition, % at 5.9 µM | hit rate 0.38% among 320,000 | recombinant LYPLA2, FP-Rh probe fluorescence polarization;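 active = inhibition above the screen-wide mean plus 3 SD, limit set per campaign, cut at about 26% in these data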;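 note: 0% = LYPLA2 with DMSO and 100% = wells lacking LYPLA2 enzyme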
# Target sequence (O95372 whole entry, looked up): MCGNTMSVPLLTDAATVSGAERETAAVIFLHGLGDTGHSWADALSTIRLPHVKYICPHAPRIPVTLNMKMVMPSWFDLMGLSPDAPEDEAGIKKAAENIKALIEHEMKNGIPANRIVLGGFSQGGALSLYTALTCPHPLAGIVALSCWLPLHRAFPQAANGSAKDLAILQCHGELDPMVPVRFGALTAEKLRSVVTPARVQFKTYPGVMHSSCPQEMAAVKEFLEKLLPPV
# The depositor's hits bear a star; . = no result given. Some of the compounds tested; count on the stated rates, not on these rows.
SMILES,PAFAH2 inh,LYPLA1 inh,ZTA counter,PAFAH1B2 inh,pPAFAH FP inh,PAFAH1B3 inh,PREPL inh,EBNA-1 inhibitor,LYPLA2 counter
CC(=O)c1ccc(S(=O)(=O)N(C)CCCC(=O)N(C)Cc2ccccc2F)cc1,1,1,1,3,2,13,0,-3,8
Brc1ccc(-c2csc(N/N=C/c3ccco3)n2)cc1,0,0,4,4,4,0,12,0,-5
C=CCN(C(=O)CNC(=O)c1ccco1)C(C(=O)NC1CCCCC1)c1ccccc1F (stereo not given),1,4,4,2,4,2,-6,5,3
Cc1ccc(-c2cc3nn(-c4ccccc4)c(N)c3c(=O)o2)cc1,7,-1,-7,7,7,5,9,3,0
COc1ccc(-n2nnnc2SCC(=O)Nc2nnc(C)s2)cc1OC,-6,-5,-1,8,3,2,-4,3,1
COc1ccc(OC)c(NC(=O)c2cc(S(=O)(=O)NCc3ccco3)ccc2F)c1,29,-4,5,7,14,9,0,5,-4
O=C(O)CSc1cnc2ccccc2n1,-24,7,-8,1,5,5,1,4,7
CSc1nc2cc(C)nn2c(-c2ccc(C(C)(C)C)cc2)c1C#N,1,0,-28,-1,0,-3,14,9,0
O=P(O)(O)CCP(=O)(c1ccccc1)c1ccccc1,1,2,-5,-4,5,6,7,11,2
CC1(C)CC2CC(C)(CN2C(=O)c2cc(-c3ccc(O)cc3)on2)C1 (stereo not given),2,-4,4,21,1,-3,-6,8,7
C=CCNC(=O)COC(=O)c1ccc(Cl)c(S(N)(=O)=O)c1,6,3,-23,0,-3,7,-1,-12,7
COc1ccc(CNC(=O)C2CCC(CNS(=O)(=O)c3cccc4nsnc34)CC2)cc1 (stereo not given),2,0,-12,1,-5,11,-1,13,10
S=C(NC1CCCCC1)N1CCOCC1,6,-3,2,3,2,3,2,2,0
O=C(/C=C/c1cccs1)Nc1cccnc1,-1,-5,-6,-1,-2,4,0,-5,-1
CCn1nnnc1Oc1ccc(Cl)cc1,-1,3,-13,4,1,7,6,3,8
CCOC(=O)N1CCN(c2cc3[nH]c(=S)[nH]c3cc2F)CC1,6,0,9,-1,7,4,11,10,1
COC(=O)C1=CN(c2cccc(C(F)(F)F)c2)C=C(C(=O)OC)C1c1ccc(O)c(OC)c1,-3,0,-14,2,2,4,20,6,-3
CC(=O)Nc1cccc(Oc2ccc3c(c2)C(=O)NC3=O)c1,-3,1,2,-4,5,7,-4,-11,5
O=C(NNC(=O)c1ccccc1-n1cccc1)c1cncc(Br)c1,4,.,.,6,1,12,20,.,.
COc1ccc(S(=O)(=O)N2CCCCCC2)cc1,4,-4,-1,3,5,8,-5,6,-2
C/C(=N\Nc1cccc2cccnc12)c1ccc(N)cc1,2,-1,-13,5,7,12,36,-4,5
Oc1ccc(Cl)cc1CNCc1ccc(F)c(F)c1,4,1,-1,-2,4,2,-8,5,0
C=CCN(CC=C)CCOc1ccccc1,0,7,3,5,1,4,-5,-7,4
CCCc1ncc(CN2CCCCC2C(=O)Nc2ccc(Oc3ccccc3)nc2)cn1 (stereo not given),3,-1,-5,2,4,7,-3,-10,6
COc1cccc(NC(=S)N(CCC(C)C)C(C)c2ccncc2)c1 (stereo not given),3,5,9,7,3,11,-4,5,6
CCc1cccc(CC)c1NC(=O)CN1CCc2cc(OC)c(OC)cc2C1,-3,-1,2,2,0,5,-4,5,3
Cc1cc(C)nc(SCC(=O)N(C)CC(=O)Nc2ccccc2Br)n1,5,0,0,0,5,11,2,3,-4
Nc1cc(=O)[nH]c(SCC(=O)Nc2cccnc2Cl)n1,-5,1,1,-4,2,9,-8,-16,8
N#CCCCn1c(O)c(N=NC(=O)C(O)c2ccccc2)c2ccccc21 (stereo not given),1,-3,-6,0,-2,11,5,2,0
O=C(COC(=O)Cc1ccccc1[N+](=O)[O-])NCc1ccc(Cl)cc1,2,0,-14,8,2,3,-7,3,-4

# Single records, from the list above. Values in the order: PAFAH2 inh, LYPLA1 inh, ZTA counter, PAFAH1B2 inh, pPAFAH FP inh, PAFAH1B3 inh, PREPL inh, EBNA-1 inhibitor, LYPLA2 counter
# Entry for O=C(/C=C/c1cccs1)Nc1cccnc1 → -1, -5, -6, -1, -2, 4, 0, -5, -1
# Entry for CC1(C)CC2CC(C)(CN2C(=O)c2cc(-c3ccc(O)cc3)on2)C1 (stereo not given) → 2, -4, 4, 21, 1, -3, -6, 8, 7

# Next entries follow.
SMILES,PAFAH2 inh,LYPLA1 inh,ZTA counter,PAFAH1B2 inh,pPAFAH FP inh,PAFAH1B3 inh,PREPL inh,EBNA-1 inhibitor,LYPLA2 counter
CCOc1ncccc1C(=O)Nc1ccc(Cl)cc1,2,1,3,-6,0,2,-5,5,3
C=CCN(c1ccc(F)cc1)S(=O)(=O)c1cc(C(=O)NC2CCC(O)CC2)ccc1Cl (stereo not given),-1,0,1,10,-4,14,-9,.,-2
NC(=O)c1cnn2c(C(F)(F)F)cc(-c3ccc(F)cc3)nc12,-1,1,7,1,-2,8,10,1,4
Cc1ccc(NCc2nnc(SCC(=O)N3CCCCC3)n2CC2CCCO2)c(C)c1 (stereo not given),0,2,15,-1,4,-10,0,6,-2
O=C(Nc1ccc(S(=O)(=O)Nc2nccs2)cc1)c1cnc(Cl)c(Cl)c1,10,-3,11,1,0,-2,17,0,-8
O=C(COc1ccccc1)Nc1nonc1NC(=O)COc1ccccc1,4,-2,-5,17,-6,6,-4,0,-2
COC(=O)c1c(NC(=O)CSc2nnnn2-c2ccccc2)sc2c1CCCC2,-5,-2,9,2,-1,4,17,-3,-5
O=c1c(Cc2ccc(Cl)cc2Cl)c(O)ccn1CCCN1CCOCC1,4,3,-3,4,-2,5,1,7,6
C=C(C)C1CCC(C)=C1COC(=O)Nc1ccccc1 (stereo not given),1,-1,-4,5,-3,1,12,-8,-3
Cc1cccc(C(C(=O)NCc2ccc(F)cc2)N(C(=O)c2csnn2)C2CC2)c1 (stereo not given),-5,2,-11,-2,2,7,13,3,2

# Copied from the entries so far, 15 compounds:
SMILES,PAFAH2 inh,LYPLA1 inh,ZTA counter,PAFAH1B2 inh,pPAFAH FP inh,PAFAH1B3 inh,PREPL inh,EBNA-1 inhibitor,LYPLA2 counter
C=CCN(CC=C)CCOc1ccccc1,0,7,3,5,1,4,-5,-7,4
CCCc1ncc(CN2CCCCC2C(=O)Nc2ccc(Oc3ccccc3)nc2)cn1 (stereo not given),3,-1,-5,2,4,7,-3,-10,6
COc1cccc(NC(=S)N(CCC(C)C)C(C)c2ccncc2)c1 (stereo not given),3,5,9,7,3,11,-4,5,6
CCc1cccc(CC)c1NC(=O)CN1CCc2cc(OC)c(OC)cc2C1,-3,-1,2,2,0,5,-4,5,3
Cc1cc(C)nc(SCC(=O)N(C)CC(=O)Nc2ccccc2Br)n1,5,0,0,0,5,11,2,3,-4
Nc1cc(=O)[nH]c(SCC(=O)Nc2cccnc2Cl)n1,-5,1,1,-4,2,9,-8,-16,8
N#CCCCn1c(O)c(N=NC(=O)C(O)c2ccccc2)c2ccccc21 (stereo not given),1,-3,-6,0,-2,11,5,2,0
O=C(COC(=O)Cc1ccccc1[N+](=O)[O-])NCc1ccc(Cl)cc1,2,0,-14,8,2,3,-7,3,-4
CCOc1ncccc1C(=O)Nc1ccc(Cl)cc1,2,1,3,-6,0,2,-5,5,3
C=CCN(c1ccc(F)cc1)S(=O)(=O)c1cc(C(=O)NC2CCC(O)CC2)ccc1Cl (stereo not given),-1,0,1,10,-4,14,-9,.,-2
NC(=O)c1cnn2c(C(F)(F)F)cc(-c3ccc(F)cc3)nc12,-1,1,7,1,-2,8,10,1,4
Cc1ccc(NCc2nnc(SCC(=O)N3CCCCC3)n2CC2CCCO2)c(C)c1 (stereo not given),0,2,15,-1,4,-10,0,6,-2
O=C(Nc1ccc(S(=O)(=O)Nc2nccs2)cc1)c1cnc(Cl)c(Cl)c1,10,-3,11,1,0,-2,17,0,-8
O=C(COc1ccccc1)Nc1nonc1NC(=O)COc1ccccc1,4,-2,-5,17,-6,6,-4,0,-2
COC(=O)c1c(NC(=O)CSc2nnnn2-c2ccccc2)sc2c1CCCC2,-5,-2,9,2,-1,4,17,-3,-5

# Continuation.
SMILES,PAFAH2 inh,LYPLA1 inh,ZTA counter,PAFAH1B2 inh,pPAFAH FP inh,PAFAH1B3 inh,PREPL inh,EBNA-1 inhibitor,LYPLA2 counter
COc1ccccc1CNC(=O)/C=C/C(=O)O,-3,2,-6,4,-6,-3,17,-18,-3
COc1ccc(-c2nnc(SCC(=O)c3ccc[nH]3)n2-c2ccccc2)cc1,13,-1,3,-1,14,1,-14,0,-3
O=c1c(O)c(-c2cccs2)oc2ccc(Cl)cc12,10,3,-3,3,8,-4,-2,-3,5
CC1CCN(c2ccc([N+](=O)[O-])cc2C(=O)O)CC1,-4,1,-2,4,2,0,6,16,1
CCC(c1nnnn1C1CCCC1)N1CCN(c2ccccc2F)CC1 (stereo not given),-5,-2,5,3,2,-1,-40,-1,7
Cn1c(=O)c2c(nc(Oc3ccc4c(c3)OCO4)n2Cc2ccc(Cl)cc2)n(C)c1=O,-5,0,-16,0,1,12,-10,-12,3
CCC(C)NC(=O)CC1Oc2ccc(C)cc2NC1=O (stereo not given),-2,1,0,2,5,-3,5,-6,6
CN1CCN(C(=O)c2cnn(-c3ccccc3)c2NC(=O)c2ccc([N+](=O)[O-])cc2)CC1,-5,0,-1,2,-7,7,3,-6,-2
Cc1nc2nc(SCC(=O)N3CCOCC3)nn2c(C)c1Cc1c(F)cccc1Cl,-4,1,4,1,4,-12,-9,-8,0
O=C(Nc1cccc(Cl)c1)Nc1ccc(Cl)cn1,4,1,5,-2,4,6,6,2,2
CCCCOc1ccccc1Cn1c(=O)oc2ccccc21,0,-2,3,0,5,-1,7,-11,-2
O=C(NN=C1CCC(=NNC(=O)c2cccnc2)CC1)c1cccnc1,-5,3,-9,1,5,8,10,-4,6
CC(=O)Nc1cccc(OCCCNC(=O)C2CCC2)c1,9,2,23,0,5,10,7,2,5
CC(C)N(C(=O)Cn1c(SCC(=O)N2CCN(c3ccccc3)CC2)nc2ccccc21)C(C)C,.,0,-16,.,-3,.,16,3,5
C=CCn1c(SCC(=O)c2ccc(O)c(O)c2)nnc1-c1ccc(OC)cc1,15,0,6,7,30*,19,35,.,9
O=C(CC12CC3CC(CC(C3)C1)C2)NCC(=O)N1CCc2ccccc2C1,81*,0,4,12,10,9,4,-2,-1
COc1ccc(NC(=O)C(=O)c2cn(CC(=O)N3CCCC3)c3ccccc23)c(OC)c1,-10,-4,8,-3,1,5,-1,2,0
Cn1c(SCC(=O)Nc2ccc3[nH]c(=O)[nH]c3c2)nnc1-c1ccc(F)cc1,5,5,-24,7,4,14,10,-5,-4
Cc1cc2n(n1)SC(Nc1ccccc1)N2 (stereo not given),-7,1,3,2,3,0,3,4,3
CC(C)OCCCn1c(=S)[nH]c2ccc(N3CCOCC3)cc2c1=O,8,-1,-10,12,-1,9,16,-6,4
CC(C)CCN1CCC(n2nccc2NC(=O)C2CCOC2)CC1 (stereo not given),2,-1,-2,1,-5,7,3,-13,-9
